# IMPase inh – qHTS Assay for Identifying the Cell-Membrane Permeable IMPase Inhibitors | CHO-M1 cells, IP1 accumulation, HTRF TR-FRET ratio | inhibition (IP1 accumulation), % at 46.1 µM | 120,000 tested, under 10 active | AID 901, 2007; active = well fitted curve in the direction sought with a large enough effect in the signal ratio, not every such curve was filed as active; inconclusive = small, poorly fitted or top-dose-only effect, or a change in a side signal; inactive = no such curve, though single readings can be large or run the other way; the % refers to the signal ratio;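 also: cells stimulated with carbachol in lithium chloride buffer; plate controls were DMSO basal wells for no effect and reference inhibitor wells for full effect; higher means more IMPase inhibition seen as more IP1 and lower FRET ratio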
# Target sequence (P97697 whole entry, looked up): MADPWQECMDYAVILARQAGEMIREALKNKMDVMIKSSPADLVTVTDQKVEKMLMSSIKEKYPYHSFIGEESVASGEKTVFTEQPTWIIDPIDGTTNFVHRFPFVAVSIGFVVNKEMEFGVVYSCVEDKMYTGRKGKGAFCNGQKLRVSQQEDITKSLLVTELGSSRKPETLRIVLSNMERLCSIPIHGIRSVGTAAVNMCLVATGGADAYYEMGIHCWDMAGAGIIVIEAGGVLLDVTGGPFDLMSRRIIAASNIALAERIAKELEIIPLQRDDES
#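 Elevated IP1 in lysates lowers TR-FRET signal (665/620 ratio and 620 channel reported). Cells were CHO-M1, given carbachol (50 uM as added) plus 50mM LiCl, pH 7.4, 30 min, 37C; compounds titrated up to 46 uM; AC50 by Hill equation.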
# 15-hLO-2 inh – qHTS Assay for Inhibitors of 15-hLO-2 (15-human lipoxygenase 2); Potency, µM (titrated, usually from 57.1 µM), for inactives: top-dose activity change, negative = inhibition, actives largely listed as inhibitors; purified 15hLO-2, xylenol orange hydroperoxide absorbance; Polyunsaturated fatty acid lipoxygenase ALOX15B (Homo sapiens), O15296; 110,000 tested, 0.56% active; also: potency is read from the fitted curve at half-maximal effect; nearly all actives have a fitted effect of over 60% in size; many of its hits are not listed in these tables
#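 Read-out: hydroperoxide product oxidises ferrous iron, measured as xylenol orange complex via the 573-to-405 nm absorbance ratio after 30 min. Reaction: 50 nM enzyme, 15 min compound preincubation, 45 uM arachidonic acid, 90 min RT, Hepes pH 7.5 with Triton X-100.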
# PNC assembly inh – High Content Assay for Compounds that inhibit the Assembly of the Perinucleolar Compartment | PC3M PTB-GFP, PNC prevalence imaging, 16 h; stronger effect = lower value | activity change (PNC), negative = inhibition, % at 10 µM | 140,000 tested, 3.1% active;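 active = readout at or below -70, meaning at least 70% loss of cells showing the perinucleolar compartment, a nuclear body marking cancer cells; inconclusive = readout between -30 and a set limit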;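 also: plate controls were DMSO wells for no effect and camptothecin positive control wells for full effect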
#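 Read-out is percentage of cells bearing a perinucleolar compartment, from automated 20x imaging of fixed, Hoechst-stained PC3M PTB-GFP cells. Cells were seeded 4 h, then exposed 16 h to compound (23 nl of library stock) in duplicate plates.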
# ALOX12 inhib – qHTS Assay for Inhibitors of 12-hLO (12-human lipoxygenase); Polyunsaturated fatty acid lipoxygenase ALOX12 (Homo sapiens), P18054; purified 12-hLO, xylenol orange hydroperoxide absorbance; Potency, µM (doses to about 57.1 µM), for inactives: at the highest dose activity change, negative = inhibition, hits mostly inhibitors; 150,000 tested, 0.12% active; also: potency is read from the fitted curve at half-maximal effect; nearly all actives have a fitted effect of over 55% in size; many of its hits are not listed in these tables
# Target sequence (P18054 whole entry, looked up): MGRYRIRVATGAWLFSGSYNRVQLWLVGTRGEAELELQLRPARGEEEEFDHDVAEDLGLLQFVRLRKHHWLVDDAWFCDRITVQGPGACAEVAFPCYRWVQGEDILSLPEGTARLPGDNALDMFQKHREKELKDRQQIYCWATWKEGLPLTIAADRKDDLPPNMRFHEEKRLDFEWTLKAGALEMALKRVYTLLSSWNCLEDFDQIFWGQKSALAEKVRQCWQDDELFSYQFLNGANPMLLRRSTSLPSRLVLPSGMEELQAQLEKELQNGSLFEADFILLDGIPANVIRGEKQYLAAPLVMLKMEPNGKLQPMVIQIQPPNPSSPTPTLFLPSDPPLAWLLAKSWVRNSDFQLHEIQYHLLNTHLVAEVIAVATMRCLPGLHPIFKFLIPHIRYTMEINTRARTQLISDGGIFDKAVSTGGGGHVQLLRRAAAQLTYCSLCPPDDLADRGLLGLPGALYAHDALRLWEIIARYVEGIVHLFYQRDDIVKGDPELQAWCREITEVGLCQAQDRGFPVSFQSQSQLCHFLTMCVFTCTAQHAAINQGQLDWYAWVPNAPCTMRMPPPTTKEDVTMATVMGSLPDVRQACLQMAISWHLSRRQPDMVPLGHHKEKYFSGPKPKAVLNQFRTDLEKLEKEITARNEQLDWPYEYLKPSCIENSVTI
#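 150 nM 12hLO, 25 mM Hepes pH 7.0 + 0.01% Triton X-100; cpd preinc 15 min RT; 40 uM arachidonic acid, 30 min RT; Fe-XO 30 min; A573/A405 ratio as read-out.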
# Starred values were filed as active, the others as inactive; ? = inconclusive; nt = no result given; & = joins results of further samples; [ ] = dose if it differs, or a comment. Unless noted, calls follow the shape of the dose curve; as a rule, active = well fitted curve in the direction sought with a large enough effect; inconclusive = small, poorly fitted or top-dose-only effect, or another doubt; inactive = no such curve, though single readings can be large; an effect the other way counts as inactive or inconclusive. Unless noted, % is scaled to controls: 0 for no effect and ±100 for the full control effect. The list is partial; rates above refer to the full screens.
mol | PNC assembly inh | ALOX12 inhib | 15-hLO-2 inh | IMPase inh
Cc1ccc(C)c(N2CCN(C(=O)CN(C)S(=O)(=O)c3ccc4c(c3)CCC(=O)N4)CC2)c1 | ? | -1% | 1% | -2
Cc1c(C(=O)NC2CC2)oc2ccc(S(=O)(=O)N3CCCCCC3)cc12 | -21 | -6% | 4% | 12
FC(F)Sc1ccc(-n2cc(-c3ccc(Cl)cc3)[n+]3c2CCC3)cc1 | ? | -3% | nt | 8
N#CCCn1ncc2ccccc21 | 45 | 0% | 4% | -2
CC(C)CC(=O)n1sc(NC(=O)c2ccccc2)nc1=O | 51 | 1% | -18% | -20
Fc1ccc(CSc2ccc(-c3ccc4c(c3)OCO4)nn2)cc1 | 5 | 4% | nt | ?
COC(=O)C(O)(CC(=O)Nc1ccc(Cl)cc1Cl)C(F)(F)F (centres undefined) | 13 | -9% | nt | 2
O=C(Nc1ccc(-n2ccnc2P(=O)(O)c2ccccc2)cc1)c1ccccc1Cl | 3 | 0% | -10% | -1
O=C1c2cccnc2C(=O)N1Cc1ccccc1 | 59 | -2% | nt | -5
COc1cc2nc(C3CC3)n(NC(=O)c3ccc(Cl)cc3)c(=O)c2cc1OC | 24 | -12% | -25% | -4
COC(=O)[C@@]1(Cc2ccc(OC)cc2)[C@H]2c3cc(C(=O)N(C)C)n(CCO)c3C[C@H]2CN1C(=O)c1ccccc1 | nt | -1% | 7% | nt
CC(C)CC(=O)NC(=S)Nc1ccc(N2CCOCC2)cc1 | 56 | -3% | nt | nt
C/C(NCCN1CCOCC1)=C(\C#N)C(N)=O | 39 | 0% | nt | -2
CSc1ccccc1NC(=O)CN(C1CCCCC1)S(C)(=O)=O | 15 | 8% | 3% | 4
COc1ccc(N2C(C(C)=O)=NN(c3ccccc3)C2c2cccs2)cc1 (centres undefined) | 13 | 5% | 21% | 9
COc1ccc(O)c(-c2[nH]ncc2C(=O)c2ccccc2C)c1 | 4 | -19% | -2% | 5
O=C1/C(=C/c2ccccc2)NC(=S)N1C(c1ccccc1)c1ccccc1 | 23 | -10% | -20% | 12
O=c1c2ccccc2nc2sc3ccccc3n12 | 44 | 3% | nt | 11
CCCn1c(-c2ccc(F)cc2)nc2c(NC(C)CCCN(CC)CC)nc(C)nc21 (centres undefined) | nt | 7% | 46%[activator] | nt
CN1CCN(C(=O)NC2CCCN2S(=O)(=O)c2ccc(Cl)cc2)CC1 (centres undefined) | ? | 1% | -6% | -5
C=CCSc1nnc(-c2c[nH]c3ccccc23)n1CC | 21 | -2% | 12% | -2
O=C(Nc1c(F)cc(F)cc1Br)c1cccnc1 | 30 | 2% | -7% | 4
CC(Oc1ccccc1)C(=O)NNC(=O)c1ccccn1 (centres undefined) | -7 | -4% | nt | nt
O=C(CNC(=O)c1cccs1)NCC(=O)OCc1c(Cl)cccc1Cl | 81 | -1% | 14% | 1
CC(CN(C)Cc1ccccc1)OC(=O)c1cccs1 (centres undefined) | 37 | 1% | nt | 2
Cc1ccccc1C(=O)/C=C1\NC(=O)CS1 | -14 | -3% | -4% | -2
O=C(Nc1ccc(F)cc1)c1ccccc1CC[N+](=O)[O-] | ? | 2% | 10%[11.4 µM] | 19[1.84 µM]
COc1ccc(-n2c(SC(C)C(=O)Nc3ncc(Cl)cc3Cl)nc3ccccc32)cc1 (centres undefined) | -111* | -2% | nt | 11
CCOC(=O)CN(C(=O)CNC(=O)c1cccs1)C(C(=O)NC1CCCCC1)c1cccs1 (centres undefined) | ? | -3% | nt | ?
O=C(Cn1nnc(-c2ccccc2-n2cnnn2)n1)c1ccccc1 | ? | 3% | 7%[2.29 µM] | 4
O=C(Nc1ccc(F)cc1)NC1CCN(Cc2nnnn2Cc2ccco2)CC1 | 33 | -3% | nt | 6
CCCCNC(=O)c1onc(CSc2ccc(Cl)cc2)c1C(=O)O | 6 | -15% | -7% | 3
COC(=O)CNC(=O)[C@@]1(C)C=C[C@@H](Cc2ccccc2)N1C(C)=O | nt | -3% | 15% | nt
O=C(N/N=C/C(Br)=C\c1ccccc1)c1ccc2nc[nH]c2c1 | ? | -2% | nt | nt
O=C(CSCc1cccc(F)c1)N1CCN(c2ccccc2)CC1 | -9 | -4% | -4% | -3
Cc1nn(C2CCCCC2)c(N)c1-c1ccccc1 | 31 | 2% | -3% | -9
COc1ccccc1NS(=O)(=O)c1cccs1 | -11 | -4% | 6% | 4
COC(=O)/C(C)=C/CC12OC(C)(C)C3CC(C=C4C(=O)c5cc6c(c(CCC(C)(C)Cl)c5OC431)OC1(C)CCC(=C(C)C)C6C1)C2=O (centres undefined) | nt | -1% | -4% | nt
CCC1OC(=O)C(C)[C@@H](O[C@H]2C[C@@](C)(OC)C(O)C(C)O2)C(C)[C@@H](O[C@@H]2OC(C)CC(N(C)C)C2O)[C@@](C)(O)CC(C)CN(C)C(C)C(O)[C@]1(C)O (some centres undefined) | nt | 3% | -5% | nt
CCOC(=O)C(=O)/C(C#N)=C/Nc1ccc(F)cc1 | ? | -6% | 2% | 0
CC(Cc1cccs1)NC(=S)Nc1ccc(Cl)c(Cl)c1 (centres undefined) | -8 | ? | nt | nt
O=C(NCc1ccccn1)c1cn(-c2ccccc2)nc1-c1ccc(Cl)cc1 | -10 | -1% | nt | 3
O=C1N/C(=C\c2ccc(O)cc2)C(O)=C1C=NCc1ccccc1 | 26 | -2% | nt | nt
COc1cc2c(cc1NC(=O)COC(=O)[C@@H](NC(=O)c1ccccc1)C(C)C)oc1ccccc12 | ? | 4% | nt | -3
COC1C[C@@H](O[C@@H]2C(C)C(=O)OC(C)C(C)C(O)C(C)C(=O)[C@@]3(CO3)CC(C)C(OC3OC(C)CC(N(C)C)C3O)C2C)OC(C)[C@@H]1O (some centres undefined) | nt | 0% | 4% | nt
CC(C)(C)NC(=O)C(c1ccncc1)N(C(=O)Cn1nnc(-c2cccs2)n1)C1CCCCC1 (centres undefined) | -5 | 11% | -2% | 15
CC(C)c1nccn1S(=O)(=O)c1cc([N+](=O)[O-])ccc1Cl | 3 | 7% | nt | nt
CC(=O)C1C(c2ccc(OC(F)F)cc2)NC(=O)NC1(O)C(F)(F)F (centres undefined) | 27 | 0% | 2% | -1
CCCCc1nc2n[nH]c(N)c2c2c1CCC2 | 25 | -1% | 20% | ?
Cc1ccc(C)c(Sc2ccc(NC(=O)CCl)cc2)c1 | -12 | -3% | nt | nt

# The results go on:
mol | PNC assembly inh | ALOX12 inhib | 15-hLO-2 inh | IMPase inh
Cc1ccccc1NC(=O)C(=O)NC(C)CCc1ccccc1 (centres undefined) | ? | 3% | nt | nt
O=C(c1cc(-c2ccc(F)cc2)on1)N1CCCC1 | 8 | -7% | 0% | -3
N[C@H](CCCP(=O)(O)O)C(=O)O | nt | -6%&-4% | 11%&12% | 3&7
CCc1ccc(CN2CC(C(=O)O)CC2=O)cc1 (centres undefined) | 42 | 3% | 3% | 1
Cc1ccc(NS(=O)(=O)c2cc(C(=O)Nc3cccc([N+](=O)[O-])c3)ccc2C)cc1 | ? | -1% | nt | nt
CCN1C(=O)C2(C(C(=O)c3ccc(C)o3)=C(O)C(=O)N2CCCN2CCOCC2)c2ccccc21 (centres undefined) | 3 | 10% | -3% | -10
CC(C)CC(=O)N[C@H](C(=O)N[C@H](C(=O)N[C@@H](CC(C)C)[C@@H](O)CC(=O)N[C@@H](C)C(=O)N[C@@H](CC(C)C)[C@@H](O)CC(=O)O)C(C)C)C(C)C | 33 | 1%[0.00818 µM] | 2%[0.0915 µM] | nt
CCCCn1c(N)c(NCCC(C)C)c(=O)[nH]c1=O | 18 | 2% | nt | nt
Cc1ccc(C(=O)NNC(=O)c2cc(OCC(F)(F)F)ccc2OCC(F)(F)F)cc1 | -22 | -4% | 1% | 3
Cn1c(=O)c2cc(S(=O)(=O)NC(C(=O)NC3CCCCC3)c3ccccc3)ccc2n(C)c1=O (centres undefined) | -5 | 7% | -3% | -12
CCCC(=O)NC(c1ccco1)c1cc(Cl)c2cccnc2c1O (centres undefined) | -8 | ? | 22% | 4
COc1cc(OC)cc(C(=O)N2CCN(c3ncccn3)CC2)c1 | -11 | 14% | 5% | 4
O=C(NC1CCCCC1)c1ccccc1NC(=S)NC(=O)C1CCC1 | -9 | 3% | nt | nt
CCOc1ccc(N2C(=O)CC(N(CCc3ccc(OC)cc3)C(=O)c3cccc(F)c3)C2=O)cc1 (centres undefined) | -13 | -3% | nt | 1
COc1ccc(NC(=S)NC(NC(=O)c2cccc(C)c2)C(Cl)(Cl)Cl)c([N+](=O)[O-])c1 (centres undefined) | 25 | -12% | nt | 10
CC(C)CNC(CC(=O)Nc1cccc([N+](=O)[O-])c1)C(=O)O (centres undefined) | 9 | 3% | nt | nt
CC1(C)SC(=S)N(NC(=O)Nc2ccccc2)C1N(O)C(=O)Nc1ccccc1 (centres undefined) | 9 | -19% | -8% | 8
O=C1NCC(c2ccccc2)C1C(=O)N/N=C\c1ccc(-c2ccc(Cl)c(Cl)c2)o1 (centres undefined) | 3 | -22% | -16% | 1
O=C(NCCc1ccccc1)/C(=C\c1ccc([N+](=O)[O-])cc1)NC(=O)c1ccccc1 | -7 | -8% | -3% | -6
Cc1ccc(CNC(=O)CN2CCN(Cc3ccc(Cl)cc3)C2=O)cc1 | 42 | -1% | 3% | 0
Cc1ccccc1Cn1nnc(-c2cccc(C(=O)O)c2)n1 | ? | -5% | -6% | -12
COC(=O)c1ccc(-c2ccc(/C=N/N3C(=O)C4C5C=CC(C6CC56)C4C3=O)o2)cc1 (centres undefined) | -1 | 1% | nt | nt
CO/N=C(\c1nonc1N)N1CCN(c2ccc(Cl)cc2[N+](=O)[O-])CC1 | -11 | -3% | 17% | 5
COc1ccc(NC(=O)c2ccccc2NC(=O)NC2CCCCC2)cc1 | ? | 0% | -20% | 2
CC(=O)n1cc(C2C(=O)CCCC2=O)c2ccccc21 | 52 | -3% | -10% | -2
COc1cccc(-n2nc(-c3ccnn3-c3ccc(F)cc3)c(=O)n(C)c2=O)c1 | 53 | 1% | -4% | 7
Cn1c(C(=O)NC2CCCCCC2)cc2c(=O)n(C)c3ccccc3c21 | 36 | -3% | 1% | 5
O=C(CCl)Nc1cccn2ncnc12 | 46 | 9% | 5% | -4
COc1ccc(CCNC(=O)CN(C)S(=O)(=O)c2cccs2)cc1OC | 23 | 0% | 4% | 4
Nc1nc(N)c2nc(CNc3ccc(C(=O)N[C@H](CCC(=O)O)C(=O)O)cc3)cnc2n1 | nt | -2% | 20% | 0
Cc1ccc(-c2nc3cccnc3o2)cc1NC(=O)COc1ccc(Cl)cc1C | 9 | 5% | ? | ?
Cc1nn(C)cc1CNC(=O)c1cnn2c(C(F)F)cc(C3CC3)nc12 | 44 | -7% | 4% | -13
Cc1ccc(-c2cc(=O)c3ccccc3[nH]2)cc1 | 27 | -3%[0.00818 µM] | 18%[0.0915 µM] | nt
CCCCc1n[nH]c2c1/C(=N/O)CC(c1ccccc1)C2 (centres undefined) | 34 | 5% | 15% | -1
COc1ccc(C(=O)Nc2cccc3cccnc23)cc1OC | -7 | -3% | 9% | 17
Oc1ccc(/C=N/Nc2cc(N3CCCC3)nc(N3CCCC3)n2)cc1O | -21 | -14% | nt | nt
CCCSCCCNC(=O)Cn1cc2c(n1)CCCCC2 | 52 | -3% | nt | -7
Cc1cnn(Cc2ccccc2)c1N | -3 | -8% | 4% | 1
CCOc1ccc(S(=O)(=O)N2CCN(C(=O)c3sccc3C)CC2)cc1 | 60 | 8% | -2% | -2
COc1ccccc1N1CCN(C(c2ccc(F)cc2)c2nnnn2C(C)C)CC1 (centres undefined) | ? | -5% | -1% | 12
O=C(Nc1nsc(-c2ccccc2)n1)c1cccs1 | 30 | 1% | 0% | -3

# Screening results as filed in PubChem.
